Screening data from PubChem BioAssay.
14-3-3 PPI = modulators of human 14-3-3 gamma - Raf peptide interaction; P61981; 160,000 tested, 0.19% active; FP, 14-3-3gamma / TMR-pS259-Raf peptide binding; inhibition, % at 40 µM; AID 422; in the data active means inhibition above about 30%;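 further: 0% = protein plus tracer without compound and 100% = blank with tracer alone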
Target sequence (P61981 whole entry, looked up): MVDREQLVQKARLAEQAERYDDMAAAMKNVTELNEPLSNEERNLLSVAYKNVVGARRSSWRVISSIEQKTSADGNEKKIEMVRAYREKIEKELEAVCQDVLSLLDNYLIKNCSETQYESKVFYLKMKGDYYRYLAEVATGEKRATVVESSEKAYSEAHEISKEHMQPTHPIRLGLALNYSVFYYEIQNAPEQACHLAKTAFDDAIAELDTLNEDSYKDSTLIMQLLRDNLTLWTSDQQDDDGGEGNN
* marks the source's active call; other numbers are inactive results; & = joins results of further samples. These rows are one share of the data; the hit share may differ from the screen's.

molecule: O=C(CCSCCC(=O)NCC1CCCO1)NCC1CCCO1 (stereo not drawn)
  14-3-3 PPI: -9
molecule: Cn1cnnc1SCC(=O)Nc1cccc2ccccc12
  14-3-3 PPI: -3
molecule: CCOc1ccccc1Nc1nc2ccccc2nc1NS(=O)(=O)c1ccc(C)cc1
  14-3-3 PPI: -4
molecule: COc1ccc(Cl)cc1CN1CCN(c2ccc(N3C(=O)CC(C)C3=O)cc2[N+](=O)[O-])CC1 (stereo not drawn)
  14-3-3 PPI: 5
molecule: CCC1CCCCN1C(=O)Cn1c(=O)n(Cc2ccccc2Cl)c(=O)c2cc(OC)c(OC)cc21 (stereo not drawn)
  14-3-3 PPI: -3
molecule: Cc1ccc2cc3cc(C(=O)N(C)c4ccc(Cl)cc4)sc3nc2c1
  14-3-3 PPI: -12
molecule: Cc1ccc2oc(-c3cccc(NC(=O)c4ncn[nH]4)c3)nc2c1
  14-3-3 PPI: -142
molecule: CCn1c(Cc2ccc(OC)cc2)nnc1SCC(=O)Nc1cccc(C(=O)OC)c1
  14-3-3 PPI: 1
molecule: O=C(CCC(=O)OCC(F)(F)C(F)F)Nc1ccc(I)cc1
  14-3-3 PPI: -58
molecule: Cc1nc(NC2=NCN(Cc3ccco3)CN2)nc2ccccc12
  14-3-3 PPI: -1
molecule: COCCCNC(=O)c1ccc2c(c1)N(Cc1ccc(Cl)cc1)C(=O)c1ccccc1S2
  14-3-3 PPI: -4
molecule: COc1ccc(NC(=O)Cn2c(=O)n(-c3ccc(Cl)cc3)c(=O)c3c4c(sc32)CCCC4)cc1
  14-3-3 PPI: -8
molecule: c1ccc2c(NC3CCCC3)nc(N3CCNCC3)nc2c1
  14-3-3 PPI: 1
molecule: O=S(=O)(NCCN1CCN(S(=O)(=O)c2ccccc2)CC1)c1ccccc1
  14-3-3 PPI: -6
molecule: COc1cc(C2C(C(=O)OCc3ccccc3)=C(C)NC3=C2C(=O)CC(C)(C)C3)cc(Cl)c1O (stereo not drawn)
  14-3-3 PPI: -6
molecule: CC(C)CN(C#N)c1nc(N2CCOCC2)nc(N2CCOCC2)n1
  14-3-3 PPI: 1
molecule: Cc1ccc(-c2cc(C(=O)Nc3cc(C)on3)c3ccccc3n2)c(C)c1
  14-3-3 PPI: -7
molecule: CC1=C(C(=O)OCC(C)C)C(c2ccc(OCc3ccccc3)cc2)NC(=O)N1 (stereo not drawn)
  14-3-3 PPI: 3
molecule: N#Cc1sc2nc(N3CCOCC3)c3c(c2c1N)CCCC3
  14-3-3 PPI: -3
molecule: COc1ccc(-c2cn3cc(C)ccc3n2)cc1OC
  14-3-3 PPI: -8
molecule: CC(=O)Nc1ccc(NC(=O)c2sc3ccccc3c2Cl)cc1
  14-3-3 PPI: -1
molecule: COc1ccc(C(=O)NCC2(c3ccccc3)CCCC2)cc1
  14-3-3 PPI: -6
molecule: O=S(=O)(c1ccccc1)c1nc(-c2ccco2)oc1SCc1ccc(F)cc1
  14-3-3 PPI: -9
molecule: CC(C)(C)n1nc2c(c1NC(=O)CCC1CCCC1)CSC2
  14-3-3 PPI: -30
molecule: COc1ccc2c(c1OC)C(=O)N1c3ccccc3C(=O)N(c3ccc(F)cc3)C21 (stereo not drawn)
  14-3-3 PPI: -1

molecule: CCOc1ccccc1NC(=O)CN1CCCN(S(=O)(=O)c2ccc(Br)cc2)CC1
  14-3-3 PPI: 6
molecule: CCOC(=O)C1(C)C(=O)OC(c2ccc(Cl)cc2)C(C)(C)C1=O (stereo not drawn)
  14-3-3 PPI: 5
molecule: Cc1cc(C)nc(SCC(=O)Nc2c(C)n(C)n(-c3ccccc3)c2=O)n1
  14-3-3 PPI: 7
molecule: CCOC(=O)c1ccccc1NC(=O)c1ccccc1Cl
  14-3-3 PPI: 0
molecule: Cc1ccc(CSCc2ccc(C(=O)NC3CCCCCC3)o2)cc1
  14-3-3 PPI: -3
molecule: c1ccc(Cn2c3ccccc3c3ccccc32)cc1
  14-3-3 PPI: -10
molecule: CCOc1ccc(N2CC(=O)SC2=S)cc1
  14-3-3 PPI: -16
molecule: CCOC(=O)N1CCN(c2ccc(S(=O)(=O)N(Cc3ccccc3)Cc3ccccc3)cn2)CC1
  14-3-3 PPI: 0
molecule: CCOc1ccc(S(=O)(=O)N2CCCN(S(=O)(=O)c3ccc(OCC)c4ccccc34)CC2)c2ccccc12
  14-3-3 PPI: -25
molecule: Cc1ccccc1N1C(=O)c2ccc(-c3nc4ccccc4o3)cc2C1=O
  14-3-3 PPI: -3
molecule: CCOC(=O)C1CCCN(C(=O)CCCOc2cc(=O)n(C)c3ccccc23)C1 (stereo not drawn)
  14-3-3 PPI: 1
molecule: O=C(O)C1CC(C(=O)O)C(C(=O)O)CC1C(=O)O (stereo not drawn)
  14-3-3 PPI: -13
molecule: Cc1ccc(C)c2c1-c1ccccc1S(=O)(=O)N2S(=O)(=O)c1ccc2ccccc2c1
  14-3-3 PPI: 11
molecule: O=C(Nc1cccc2cccnc12)c1sc2ccccc2c1Cl
  14-3-3 PPI: -40
molecule: COc1ccc(C2C3=C(CC(C)(C)CC3=O)Nc3nc(SCc4ccccc4)[nH]c(=O)c32)cc1 (stereo not drawn)
  14-3-3 PPI: 3
molecule: CC1(C)CC(=O)C(C=NC2CCCCC2)=C(O)C1
  14-3-3 PPI: -18
molecule: COc1ccc(CCNC(=O)C2CCN(S(=O)(=O)N3CC(C)CC(C)C3)CC2)cc1OC (stereo not drawn)
  14-3-3 PPI: -2&3
molecule: Cc1nc(-n2cc(F)c(=O)[nH]c2=O)c2nc(C)oc2n1
  14-3-3 PPI: -2
molecule: O=[n+]1c2c(n([O-])c3cc(F)c(F)cc31)CCCC2
  14-3-3 PPI: 1
molecule: Nc1ccc(C(=O)CC2(O)C(=O)Nc3ccc(Cl)cc32)cc1 (stereo not drawn)
  14-3-3 PPI: -1
molecule: CCOc1ccc(NC(=O)CN(C)CC(=O)Nc2ccccc2C#N)cc1OCC
  14-3-3 PPI: -3
molecule: COc1cccc(-c2cc(C(=O)Nc3ccccc3SC)no2)c1
  14-3-3 PPI: -2
molecule: Cc1cccc(N(CC(=O)NCC(C)C)S(=O)(=O)c2ccccc2)c1C
  14-3-3 PPI: 3
molecule: O=C1CNc2ccc(C(=O)NCc3ccco3)cc2N1
  14-3-3 PPI: -49
molecule: CCSc1nnc(-c2c[nH]c3ccccc23)n1CCOC
  14-3-3 PPI: -2

molecule: Cc1ccc(CNc2ncc(-c3ccc4c(c3)OCO4)n2C)cc1
  14-3-3 PPI: 0
molecule: O=C1CCCC2=C1C(c1ccc(O)c(Br)c1)C1=C(CCCC1=O)N2
  14-3-3 PPI: -10
molecule: Cc1ccc(Oc2ccc3c(c2)C(=O)N(c2ccccc2C(=O)O)C3=O)cc1
  14-3-3 PPI: 1
molecule: CCC(c1nnnn1CCc1ccccc1)N(Cc1ccco1)Cc1cc2cccc(C)c2[nH]c1=O (stereo not drawn)
  14-3-3 PPI: -3
molecule: C=CCOc1cccc(C2/C(=C(\O)c3ccc(F)cc3)C(=O)C(=O)N2CCN(C)C)c1 (stereo not drawn)
  14-3-3 PPI: -12
molecule: O=C(NCC1CCCCN1)c1cc(OCC(F)(F)F)ccc1OCC(F)(F)F (stereo not drawn)
  14-3-3 PPI: -6&-3
molecule: Cc1cc(NC(=O)C2c3ccccc3C(=O)N(C)C2c2cccs2)no1 (stereo not drawn)
  14-3-3 PPI: -7
molecule: O=C(C1CC1(c1ccccc1)c1ccccc1)N1CCOCC1 (stereo not drawn)
  14-3-3 PPI: 9
molecule: CCC(C)(C(=O)NC1CCCCC1)N(Cc1ccco1)C(=O)c1cnccn1 (stereo not drawn)
  14-3-3 PPI: 0&-13
molecule: CN(C)c1ccc(C=Nc2ccccc2C(=O)O)cc1
  14-3-3 PPI: -170
molecule: CCc1ccc(OCC(=O)NCCc2ccccc2)cc1
  14-3-3 PPI: -10
molecule: O=c1c2c3c(sc2ncn1Cc1ccccc1F)CCC3
  14-3-3 PPI: -5
molecule: COc1cc(NC(=O)NS(=O)(=O)c2ccc(C)cc2)cc(OC)c1
  14-3-3 PPI: -7
molecule: CCOc1ccccc1N(CC(=O)NC(C)(C)C)C(=O)Cn1nnc(-c2ccc(C)o2)n1
  14-3-3 PPI: -4
molecule: CC(=O)Oc1ccc2c(=O)c(-c3csc(-c4ccccc4)n3)coc2c1
  14-3-3 PPI: -5
molecule: Cc1c(Cl)cccc1NC(=O)CSc1nc2[nH]ncc2c(=O)n1-c1cccc(Cl)c1C
  14-3-3 PPI: -8
molecule: O=C(Nc1nnc(CC(=O)N2CCOCC2)s1)c1cccs1
  14-3-3 PPI: -16
molecule: CCN(CC)C(=O)CSc1nc2ccccc2n1S(=O)(=O)c1cc([N+](=O)[O-])ccc1C
  14-3-3 PPI: 2
molecule: COc1ccc(NC(=O)c2cnc3ccccc3n2)cc1
  14-3-3 PPI: -1
molecule: COc1ccccc1CNC(=O)C(=O)Nc1ccc(C(C)(C)C)cc1
  14-3-3 PPI: -1
molecule: CN(C)CCNC(=O)Cn1nc(C(F)F)cc1C1CC1
  14-3-3 PPI: -1
molecule: COC(=O)CNc1cccc(C(=O)O)c1
  14-3-3 PPI: 3
molecule: O=C(c1ccccc1Cl)N(Cc1ccccc1)c1ccccn1
  14-3-3 PPI: -7
molecule: COc1ccc2oc(=Nc3ccc(C(=O)O)cc3)c(C(=O)Nc3cc(Cl)ccc3OC)cc2c1
  14-3-3 PPI: -129
molecule: CCC(C)(C(=O)NC1CCCC1)N(C(=O)c1cnccn1)c1ccccc1 (stereo not drawn)
  14-3-3 PPI: 2&-12

molecule: CC(Cc1ccc(O)c(O)c1)C(C)Cc1ccc(O)c(O)c1 (stereo not drawn)
  14-3-3 PPI: 60*
molecule: CC(C)c1ccc(C2/C(=C(\O)c3ccccc3)C(=O)C(=O)N2Cc2cccnc2)cc1 (stereo not drawn)
  14-3-3 PPI: -3
molecule: Cc1ccc(N(CC(=O)Nc2cccc(C)c2)S(=O)(=O)c2cccc3nonc23)cc1
  14-3-3 PPI: -6
molecule: CCOc1ccc(C2=CC(c3cccc(OC)c3OC)n3c(nc4ccccc43)N2)cc1Cl (stereo not drawn)
  14-3-3 PPI: -32
molecule: COCCNC(=O)NC(=O)COC(=O)Cc1ccc2c(c1)OCCO2
  14-3-3 PPI: -2
molecule: COc1ccc(NC(=O)c2cc(-c3ccc(Cl)s3)nc3ccccc23)cc1
  14-3-3 PPI: -1
molecule: COc1cccc(NC(=O)C2C3C=CC4(O3)C2C(=O)N(CC2COc3ccccc3O2)C4C(=O)NC2CCCCC2C)c1 (stereo not drawn)
  14-3-3 PPI: 0
molecule: NC(=O)CSc1nnc(Cc2ccc3c(c2)OCO3)n1C1CCCCC1
  14-3-3 PPI: -7
molecule: CCOC(=O)c1c[nH]c2c(F)cccc2c1=O
  14-3-3 PPI: 1
molecule: COc1cc(OC)c(C2N(c3ccc(Cl)c(Cl)c3)C(=O)C3CCCN32)cc1OC (stereo not drawn)
  14-3-3 PPI: -7

Molecules from the list above that contain an aryl methoxy group:
molecule: COc1ccc(Cl)cc1CN1CCN(c2ccc(N3C(=O)CC(C)C3=O)cc2[N+](=O)[O-])CC1 (stereo not drawn)
  14-3-3 PPI: 5
molecule: CCC1CCCCN1C(=O)Cn1c(=O)n(Cc2ccccc2Cl)c(=O)c2cc(OC)c(OC)cc21 (stereo not drawn)
  14-3-3 PPI: -3
molecule: CCn1c(Cc2ccc(OC)cc2)nnc1SCC(=O)Nc1cccc(C(=O)OC)c1
  14-3-3 PPI: 1
molecule: COc1ccc(NC(=O)Cn2c(=O)n(-c3ccc(Cl)cc3)c(=O)c3c4c(sc32)CCCC4)cc1
  14-3-3 PPI: -8
molecule: COc1cc(C2C(C(=O)OCc3ccccc3)=C(C)NC3=C2C(=O)CC(C)(C)C3)cc(Cl)c1O (stereo not drawn)
  14-3-3 PPI: -6
molecule: COc1ccc(-c2cn3cc(C)ccc3n2)cc1OC
  14-3-3 PPI: -8
molecule: COc1ccc(C(=O)NCC2(c3ccccc3)CCCC2)cc1
  14-3-3 PPI: -6
molecule: COc1ccc2c(c1OC)C(=O)N1c3ccccc3C(=O)N(c3ccc(F)cc3)C21 (stereo not drawn)
  14-3-3 PPI: -1
molecule: COc1ccc(C2C3=C(CC(C)(C)CC3=O)Nc3nc(SCc4ccccc4)[nH]c(=O)c32)cc1 (stereo not drawn)
  14-3-3 PPI: 3
molecule: COc1ccc(CCNC(=O)C2CCN(S(=O)(=O)N3CC(C)CC(C)C3)CC2)cc1OC (stereo not drawn)
  14-3-3 PPI: -2&3
molecule: COc1cccc(-c2cc(C(=O)Nc3ccccc3SC)no2)c1
  14-3-3 PPI: -2
molecule: COc1cc(NC(=O)NS(=O)(=O)c2ccc(C)cc2)cc(OC)c1
  14-3-3 PPI: -7
molecule: COc1ccc(NC(=O)c2cnc3ccccc3n2)cc1
  14-3-3 PPI: -1
molecule: COc1ccccc1CNC(=O)C(=O)Nc1ccc(C(C)(C)C)cc1
  14-3-3 PPI: -1
molecule: COc1ccc2oc(=Nc3ccc(C(=O)O)cc3)c(C(=O)Nc3cc(Cl)ccc3OC)cc2c1
  14-3-3 PPI: -129
molecule: CCOc1ccc(C2=CC(c3cccc(OC)c3OC)n3c(nc4ccccc43)N2)cc1Cl (stereo not drawn)
  14-3-3 PPI: -32
molecule: COc1ccc(NC(=O)c2cc(-c3ccc(Cl)s3)nc3ccccc23)cc1
  14-3-3 PPI: -1
molecule: COc1cccc(NC(=O)C2C3C=CC4(O3)C2C(=O)N(CC2COc3ccccc3O2)C4C(=O)NC2CCCCC2C)c1 (stereo not drawn)
  14-3-3 PPI: 0
molecule: COc1cc(OC)c(C2N(c3ccc(Cl)c(Cl)c3)C(=O)C3CCCN32)cc1OC (stereo not drawn)
  14-3-3 PPI: -7
